LGR2 inh = inhibitors of bursicon-induced LGR2 CRE-luciferase signal, primary screen, cell-based, HEK293, CRE-luciferase reporter, bursicon stimulation | AID 720647, 2013 | bursicon-stimulated, 4 h | 0.35% of 380,000 active | inhibition, % at 9.99 µM | Drosophila bursicon receptor LGR2 (rickets);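 active means drop in luminescence signal, shown as inhibition above about 50% in the replicate tests, limit read from the data, passing the limit was not always enough; inconclusive means probably only some replicates passing the limit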;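 further: agonist challenge used bursicon conditioned medium at about half maximal strength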
ERAP1 inh = human ERAP1 aminopeptidase inhibitors, primary screen, biochemical, single point, plate reader. recombinant ERAP1, Leu-AMC fluorescence, 60 min. inhibition, % at 10.7 µM. 0.15% of 340,000 active;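 active means mean replicate inhibition of at least 30%, or all replicates individually reaching that 30% level; inactive means mean below 30% and not every replicate reaching it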;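 further: 0% = neutral control wells and 100% = L-leucinethiol positive control wells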
Target sequence (Q9NZ08 whole entry, looked up): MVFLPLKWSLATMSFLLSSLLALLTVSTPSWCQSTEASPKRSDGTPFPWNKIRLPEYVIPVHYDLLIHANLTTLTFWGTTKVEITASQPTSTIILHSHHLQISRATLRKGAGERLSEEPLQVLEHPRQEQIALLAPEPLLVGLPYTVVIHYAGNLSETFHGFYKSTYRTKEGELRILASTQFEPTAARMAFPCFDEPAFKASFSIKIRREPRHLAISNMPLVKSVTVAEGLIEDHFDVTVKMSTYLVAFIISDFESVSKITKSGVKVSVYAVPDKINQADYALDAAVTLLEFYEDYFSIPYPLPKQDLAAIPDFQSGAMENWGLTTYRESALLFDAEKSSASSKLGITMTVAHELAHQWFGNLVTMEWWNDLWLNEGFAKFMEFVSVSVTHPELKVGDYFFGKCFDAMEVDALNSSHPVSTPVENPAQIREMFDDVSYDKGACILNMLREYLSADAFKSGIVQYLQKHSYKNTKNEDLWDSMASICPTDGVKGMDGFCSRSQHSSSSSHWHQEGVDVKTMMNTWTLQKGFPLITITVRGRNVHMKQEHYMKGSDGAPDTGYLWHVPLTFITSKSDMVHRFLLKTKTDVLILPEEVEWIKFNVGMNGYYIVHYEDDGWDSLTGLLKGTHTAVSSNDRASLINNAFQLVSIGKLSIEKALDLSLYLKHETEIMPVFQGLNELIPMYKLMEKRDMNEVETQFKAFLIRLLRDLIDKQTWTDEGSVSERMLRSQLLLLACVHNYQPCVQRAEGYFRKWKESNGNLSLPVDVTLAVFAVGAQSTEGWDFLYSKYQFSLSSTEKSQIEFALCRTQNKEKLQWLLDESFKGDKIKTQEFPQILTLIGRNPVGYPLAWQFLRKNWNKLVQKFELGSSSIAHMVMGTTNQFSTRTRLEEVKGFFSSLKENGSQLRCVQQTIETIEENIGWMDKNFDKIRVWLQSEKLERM
SIRT5 block = SIRT5 desuccinylase inhibitors, primary screen, biochemical, fluorescence imaging, single point, set 5 | NAD-dependent protein deacylase sirtuin-5, mitochondrial (Homo sapiens), Q9NXA8 | Purified SirT5, succinyl-peptide AMC, trypsin-coupled fluorescence | inhibition, % at 15 µM | 1.1% of 330,000 active; in the data active means inhibition above about 15%; inconclusive means no clear call, values can overlap the other calls
S100A4 MyoIIA = inhibitors of S100A4-myosin IIA peptide binding, primary screen, biochemical, fluorescence polarization, TAMRA-MyoIIA peptide; Protein S100-A4 (Homo sapiens), P26447; inhibition, % at 10.7 µM; 0.14% of 360,000 active; AID 652163, 2013;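 active means mean inhibition of at least 70% across replicates, with every replicate also reaching that level; inconclusive means mean inhibition reaches 70% but some replicates fall short; inactive means mean inhibition below 70%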
Target sequence (P26447 whole entry, looked up): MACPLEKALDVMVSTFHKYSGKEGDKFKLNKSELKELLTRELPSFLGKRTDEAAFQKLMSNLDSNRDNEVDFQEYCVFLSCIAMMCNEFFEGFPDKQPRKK
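Material: S100A4 monomer protein / Buffer or medium: 50 mM HEPES pH 7.2, 10 mM CaCl2, 100 mM KCl / Times: 5 min incubation before reading / Benchmarks: neutral control DMSO, positive control TFP / Reagent: labelled myosin peptide probe, 5 nM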
XiGFP reactiv = activators of inactive X chromosome reactivation, primary screen, imaging, XiGFP fibroblasts, GFP high-content imaging, set 2. XiGFP mouse fibroblasts, % GFP-positive cells imaging, 3 d; cells co-treated with 5-aza-dC sensitizer; scaled so ellipticine positive control = 100%. 0.055% of 360,000 active. activation, % at 7.58 µM. AID 743238, 2013;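 active means mean normalized replicate activation at least 10% and every replicate at or above 10%; inconclusive means only one of the two criteria met; inactive means mean below 10% and not all replicates reach 10%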;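 further: 0% = median of on-plate neutral control wells and 100% = ellipticine 6 µM median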
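Assay system – SV40-immortalized XiGFP fibroblast cells, line 68-5-11 · Buffer or medium – DMEM supplemented with 5-aza-dC as sensitizing agent · Dosing – one concentration, pinned · Benchmarks – positive control ellipticine, 6 µM final · Times – 3 days compound exposure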
Cneo AK release = Cryptococcus neoformans cell lysis inducers, primary screen, AK release luminescence, single concentration | C. neoformans lysis, adenylate kinase release luminescence, 4 h; normalised: neutral wells 0, clomiphene wells 100 | lysis activity, % at 15 µM | 0.2% of 360,000 active;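 active means mean lysis activity across replicates of at least 80%, whatever share of replicates individually reach that level; inactive means mean lysis activity below 80%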
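Assay system: log-phase C. neoformans yeast / Quantity: yeast cell density of 5 × 10^6 cells/mL / Medium: fresh YPD growth medium / Compound: single dose / Timing: static 4 h at 37 °C with compound, 1 h detection / Measured by: adenylate kinase release luminescence / Read-out: lysis from increased AK signal / Benchmarks: Clomiphene as positive lysis control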
C2C12 statin = suppressors of statin myotoxicity in C2C12 myotubes, primary screen, cell-based, single point, plate reader. C2C12 myotubes + simvastatin, ATP luminescence, 48 h; scaled: DMSO 0, geranylgeraniol control 100. rescue of ATP level, % at 7.49 µM. 0.78% of 330,000 active. AID 602340, 2012;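 active means mean ATP rescue above about 67%, or every replicate alone reaching that limit, limit read from the data, passing the limit was not always enough; inconclusive means no clear call, values can overlap the other calls; inactive means mean under the limit and some replicate under it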;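 further: myotubes were challenged with 10 µM simvastatin during compound exposure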
PGC1a acetyl inh = inhibitors of PGC1a acetylation signal, primary screen, cell-based, U2OS, AlphaScreen, inhibitor mode; AlphaScreen anti-acetyl-lysine; with virally co-expressed GCN5 acetyltransferase; inhibition, % at 15.6 µM; 0.17% of 350,000 active;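 active means every replicate shows inhibition of at least 40%; inconclusive means mean inhibition at least 40% but some replicate below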;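 further: 0% = neutral control wells and 100% = positive control wells; some results beyond the cut were filed as inactive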
* = called active by the depositor; ? = inconclusive; / = no result given.

SMILES	LGR2 inh	ERAP1 inh	SIRT5 block	S100A4 MyoIIA	XiGFP reactiv	Cneo AK release	C2C12 statin	PGC1a acetyl inh
c1ccc(Cc2noc(CN3CCN(Cc4ccc5c(c4)OCO5)CC3)n2)cc1	-8	11	0	3	0.5	/	/	-5
CC1(C(=O)NCc2cccs2)CCN1CCc1ccccc1 (stereo not drawn)	1	-4	/	-4	0.0	1	-3	-10
COc1ccc(NC(=O)C[C@H]2CC[C@H]3[C@@H](COc4ccc(NC(C)=O)cc4C(=O)N3C)O2)cc1	6	-3	3	5	0.3	-7	-7	-2
CO[C@@H]1CN(C)C(=O)c2cc(NC(=O)Nc3cccc(F)c3)ccc2OC[C@H](C)N(C)C[C@H]1C	-9	-4	-3	-28	0.6	1	-18	2
CCOC(=O)C1CCN(S(=O)(=O)c2ccc3c(c2)N(C(C)=O)CC(C)S3)CC1 (stereo not drawn)	-9	0	3	-5	0.0	16	14	-4
C[C@H]1CN([C@@H](C)CO)C(=O)Cc2cc(NS(=O)(=O)c3cn(C)cn3)ccc2O[C@@H]1CN(C)Cc1ccc(C(F)(F)F)cc1	-11	/	/	/	0.1	/	25	-10
C[C@H](CO)N1C[C@H](C)[C@@H](CN(C)C(=O)Nc2ccc(C(F)(F)F)cc2)OCCCC[C@H](C)Oc2ccc(NC(=O)NC3CCCCC3)cc2C1=O	16	2	0	-7	0.0	0	/	3
COc1ccccc1N(CC(O)CN1CCC(C)CC1)S(=O)(=O)c1ccccc1 (stereo not drawn)	14	0	-1	-88	0.0	3	2	/
CCc1nc(Nc2ccccc2)c2nnn(Cc3ccccc3)c2n1	1	1	-4	-4	0.1	-2	-8	/
COCC(=O)Nc1ccc(N2CCOCC2)c(S(=O)(=O)Nc2ccccc2OC)c1	10	-1	-2	-4	0.0	1	-9	-18
CCC(C)C(NC(=O)c1ccc(Cl)cc1Cl)C(=O)O (stereo not drawn)	-12	/	/	/	0.0	2	1	-6
CN(C)c1cc(-c2ccc(F)cc2)oc(=O)c1Cl	3	-1	-5	-6	0.0	-1	/	-15
CC(=O)Nc1ccc2c(c1)C(=O)N(C)[C@@H]1CC[C@H](CC(=O)NCc3ccc(F)cc3)O[C@@H]1CO2	-7	2	-4	4	0.4	5	-7	1
COC(=O)c1cc(O)cc(OC)c1C(=O)c1c(O)cc(C)cc1O	4	/	/	13	/	5	7	2
CO[C@H]1CN(C)C(=O)c2cc(NC(C)=O)ccc2OC[C@@H](C)N(C(=O)c2cnccn2)C[C@@H]1C	-11	/	/	/	0.1	/	11	0
CCCN(CCC)CC(O)CN1C(=O)NC(C)(C)C1=O (stereo not drawn)	-11	-3	-2	0	0.0	/	/	8
O=C(O)C1CCCCN1c1ccccc1[N+](=O)[O-] (stereo not drawn)	1	1	/	1	0.4	/	/	/
O=C(NNC(=O)c1ccco1)Nc1ccccc1	11	-3	-1	9	-0.1	5	4	-9
COC(=O)c1ccc(CNC(=O)C2CCC(=O)N(C3CCCCCC3)C2)cc1 (stereo not drawn)	-17	-8	-3	17	0.1	1	7	-8
CO[C@H]1CN(C)C(=O)c2cc(NC(=O)C3CC3)ccc2OC[C@H](C)N(C(=O)CN2CCOCC2)C[C@H]1C	-4	/	-3	-9	0.0	-1	1	4
O=C(Nc1cccc(Cl)c1)Nc1cccc(C(=O)O)c1	?	/	23*	-3	0.1	-5	/	-4
Cc1ccc(C(=O)Nc2cccc3ccccc23)o1	-14	/	-2	-3	0.0	-4	/	1
Cc1ccc(C(=O)Nc2ccc(S(=O)(=O)N3CCOCC3)cc2)cc1Br	-1	-3	-3	-6	-0.1	0	/	4
C[C@@H]1CCCCO[C@H](CN(C)C(=O)NC2CCCCC2)[C@@H](C)CN([C@@H](C)CO)C(=O)c2cc(NC(=O)c3ccccc3)ccc2O1	8	/	/	/	0.1	3	/	15
O=C(CC(F)(F)F)N1C[C@@H]2[C@H](c3ccccc31)[C@H](CO)N2C(=O)Cc1ccccc1	9	0	1	-6	0.0	-2	-1	3
O=S(=O)(NCCCN1CCOCC1)c1ccc(F)c(Cl)c1	/	-3	0	-1	0.2	0	-2	/
COc1ccc(NC(=O)Nc2ccc3c(c2)CC(=O)N([C@@H](C)CO)C[C@H](C)[C@@H](CN(C)Cc2ccc(-c4ccccc4)cc2)O3)cc1	15	-2	11	9	-1.2	1	-29	-7
COCc1cc(N2CCN(C(=O)OC(C)(C)C)C[C@H]2C)ccc1N1CCS(=O)(=O)CC1	5	-2	/	-9	0.4	/	/	/
C[C@H](CO)N1C[C@H](C)[C@@H](CN(C)Cc2ccc(C(=O)O)cc2)Oc2ncc(C#CCN(C)C)cc2C1=O	1	2	1	44	-1.3	-10	-14	5
O=C(C[C@H]1CC[C@H](NC(=O)NC2CCCCC2)[C@@H](CO)O1)NCc1ccccc1	5	2	-4	26	0.1	-3	3	7
COc1ccc(NC(=O)c2ccc(S(=O)(=O)N(C)C)cc2)cc1OC	14	/	/	/	/	-19	-6	1
CCOc1ccccc1N(CC(=O)Nc1ccccc1C(=O)N1CCCC1)S(C)(=O)=O	9	0	-2	-9	0.0	1	36	/
COc1ccc(N2CC(C)(C)C2=O)cc1	15	-3	-1	-6	0.0	7	5	1
COc1cccc(S(=O)(=O)Nc2ccc3c(c2)[C@@H]2C[C@H](CC(=O)NC4CCCCC4)O[C@@H](CO)[C@@H]2O3)c1	12	-5	3	-5	0.0	1	-3	-3
COC(=O)c1ccc(CN2CCN(C3CCCCC3)C(CCO)C2)cc1 (stereo not drawn)	5	/	-4	1	0.0	/	-1	-4
CCCCn1c(N)c(N(CC(C)C)C(=O)c2ccc(OCC3CCCO3)cc2)c(=O)[nH]c1=O (stereo not drawn)	22	-1	-1	1	0.1	0	7	6
O=C1c2ccccc2C(=O)N1CN(C(=O)COc1ccc(Cl)cc1Cl)c1cccc(F)c1	-17	/	/	/	0.0	-8	/	2
CCOc1cc(N2CCOCC2)c(OCC)cc1NC(=O)COC(=O)c1c(C)noc1C	11	-7	3	0	0.0	-2	2	10
CC(C)C(=O)Nc1ncc(Cc2cccc(Cl)c2)s1	-1	-1	0	-3	0.2	/	/	1
C[C@@H]1CCCCO[C@@H](CN(C)Cc2ccc(C(F)(F)F)cc2)[C@@H](C)CN([C@@H](C)CO)C(=O)c2cc(NC(=O)Cc3ccccc3)ccc2O1	2	/	/	/	0.1	4	53	21
COCCCn1c(=O)c2sccc2n(Cc2ccc(C)cc2)c1=O	-6	-2	-2	-2	-0.1	-9	21	2
Cc1c(C(=O)N2CCC(C)CC2)oc2ccc3c(c12)C(O)CC1(CCCCC1)O3 (stereo not drawn)	17	-1	1	26	0.3	-1	-5	-2
O=C(CSc1ccccc1)Nc1nnc(-c2ccco2)o1	0	1	0	1	0.0	/	-19	/
COc1cccc(CNC(=O)C[C@@H]2C=C[C@H](NC(C)=O)[C@H](CO)O2)c1	4	1	-5	-2	-0.6	-2	-2	1
Cc1ccc(C(=O)NCCc2ccc(F)cc2)s1	-43	0	-3	-1	0.8	0	-5	-3
COc1cc(CC(=O)OCC(=O)N2CC(C)CC(C)C2)cc(OC)c1OC (stereo not drawn)	-12	-1	-5	4	0.1	0	9	-2
COC(=O)C[C@@H]1CC[C@H]2[C@@H](COC[C@@H](O)CN2C(=O)Nc2cccc(F)c2)O1	-20	0	9	-2	0.0	-4	-6	-5
Cc1cccc(C)c1NC(=O)CN1CCN(C(=O)CN2C(=O)NC3(CCCCC3C)C2=O)CC1 (stereo not drawn)	-9	14	-3	1	0.5	0	-7	7
CCC(CO)Oc1cc(NCc2cccc(Cl)c2)c2ncn(C(C)C)c2c1 (stereo not drawn)	9	0	2	-17	/	1	10	-12
Cn1cc(-c2cc(C(=O)O)on2)cn1	-76	2	2	-1	-0.1	0	2	7
CCOc1ccccc1NC1c2ccccc2C(=O)N1Cc1ccco1 (stereo not drawn)	7	-4	-1	-1	0.3	0	8	/
COC(=O)c1cc(S(=O)(=O)Nc2nn(C)c3ccccc23)oc1C	11	/	0	-10	-0.1	-4	6	-5
O=C(Nc1ccccc1)c1nc[nH]c1C(=O)N1CCN(c2ccccc2)CC1	3	/	/	-4	-0.3	-1	18	/
COc1cccc(S(=O)(=O)N2CC3(CN[C@H](CO)c4c3c3ccc(OC)cc3n4C)C2)c1	-1	0	-2	-7	0.3	/	/	/
CC1CCN(C(C)C(=O)Nc2cc(S(=O)(=O)N3CCCCC3)ccc2Cl)CC1 (stereo not drawn)	18	0	-5	-1	-0.7	-3	-6	8
CN1C(=O)c2cc(NC(=O)c3ccc(F)c(F)c3)ccc2OC[C@H]2O[C@H](CC(=O)O)CC[C@H]21	17	/	/	/	0.0	-1	-3	3
O=C1CC[C@H](O)CCN1CCSc1ccc(Br)cc1	-6	-1	/	-3	-0.1	3	0	8
COc1ccc(-c2csc(Nc3cccc(C)n3)n2)cc1OC	8	-7	1	3	0.0	0	-2	-9
COc1ccc(N(C(=O)c2snc(C(N)=O)c2N)C(C(=O)NC2CCCC2)c2ccc(C)o2)c(OC)c1 (stereo not drawn)	-9	3	-7	9	0.2	3	-12	-37
C[C@@H]1CN([C@H](C)CO)C(=O)Cc2cc(NC(=O)Cc3cn(C)c4ccccc34)ccc2O[C@H]1CN(C)Cc1ccc(Cl)c(Cl)c1	4	-1	1	-4	-0.1	3	95*	-9
CN(c1ccccc1)S(=O)(=O)c1cc(C(=O)c2nccn2C)ccc1Cl	14	-2	1	-5	/	0	-3	/
COc1ccc(-c2ccc(C(C)=O)cc2)cc1[C@H]1[C@H]2C=CC[C@@H](C)[C@@H]2C(=O)N1Cc1ccccc1	7	/	/	43	-0.1	5	18	15

Structural class, those above containing an aryl thioether with sulfur outside any ring.
SMILES	LGR2 inh	ERAP1 inh	SIRT5 block	S100A4 MyoIIA	XiGFP reactiv	Cneo AK release	C2C12 statin	PGC1a acetyl inh
O=C(CSc1ccccc1)Nc1nnc(-c2ccco2)o1	0	1	0	1	0.0	/	-19	/
O=C1CC[C@H](O)CCN1CCSc1ccc(Br)cc1	-6	-1	/	-3	-0.1	3	0	8

A portion of the library; count on the stated rates, not on these rows.
